Screening data as filed in PubChem BioAssay.
NSD2 inh: inhibitors of human histone methyltransferase NSD2 | O96028 | NSD2 peptide methylation, AlphaScreen, 120 min | inhibition, % at 12.5 µM | 310,000 compounds, 0.54% hits | AID 743445; in the data active = inhibition above about 50%
Target sequence (O96028 whole entry, looked up): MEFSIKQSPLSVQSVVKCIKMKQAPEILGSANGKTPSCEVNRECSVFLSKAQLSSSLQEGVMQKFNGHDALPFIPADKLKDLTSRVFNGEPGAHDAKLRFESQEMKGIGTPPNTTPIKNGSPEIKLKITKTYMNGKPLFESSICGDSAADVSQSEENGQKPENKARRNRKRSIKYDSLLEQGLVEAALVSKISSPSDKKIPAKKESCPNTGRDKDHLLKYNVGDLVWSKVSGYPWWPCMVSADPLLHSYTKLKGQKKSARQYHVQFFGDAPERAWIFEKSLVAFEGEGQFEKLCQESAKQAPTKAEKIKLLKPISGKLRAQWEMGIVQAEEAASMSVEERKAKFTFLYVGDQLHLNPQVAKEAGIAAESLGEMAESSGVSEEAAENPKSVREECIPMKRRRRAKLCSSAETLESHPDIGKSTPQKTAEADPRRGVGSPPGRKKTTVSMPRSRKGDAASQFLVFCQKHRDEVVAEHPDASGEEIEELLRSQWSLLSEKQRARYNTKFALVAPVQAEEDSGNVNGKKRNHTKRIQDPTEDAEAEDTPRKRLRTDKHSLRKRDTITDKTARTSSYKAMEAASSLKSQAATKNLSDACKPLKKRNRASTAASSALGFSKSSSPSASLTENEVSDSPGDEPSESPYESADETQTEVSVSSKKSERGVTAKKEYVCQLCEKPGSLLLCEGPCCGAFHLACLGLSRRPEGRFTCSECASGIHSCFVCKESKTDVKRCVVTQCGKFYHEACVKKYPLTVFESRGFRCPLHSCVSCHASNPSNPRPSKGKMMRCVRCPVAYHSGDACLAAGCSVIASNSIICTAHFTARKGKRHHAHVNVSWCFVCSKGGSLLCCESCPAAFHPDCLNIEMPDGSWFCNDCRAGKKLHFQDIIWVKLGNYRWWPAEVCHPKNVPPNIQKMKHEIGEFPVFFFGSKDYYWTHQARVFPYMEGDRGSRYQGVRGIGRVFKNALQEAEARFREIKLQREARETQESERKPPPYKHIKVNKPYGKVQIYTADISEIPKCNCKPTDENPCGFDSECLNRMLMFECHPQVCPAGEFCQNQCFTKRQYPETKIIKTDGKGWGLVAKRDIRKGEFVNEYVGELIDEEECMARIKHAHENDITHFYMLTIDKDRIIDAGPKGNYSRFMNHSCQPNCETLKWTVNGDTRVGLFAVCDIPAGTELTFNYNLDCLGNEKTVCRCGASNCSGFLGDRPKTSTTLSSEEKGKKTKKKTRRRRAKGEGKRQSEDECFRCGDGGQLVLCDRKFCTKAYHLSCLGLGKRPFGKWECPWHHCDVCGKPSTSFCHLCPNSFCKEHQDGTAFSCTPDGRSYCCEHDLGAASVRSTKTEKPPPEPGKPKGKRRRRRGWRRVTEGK
Numbers without * were called inactive. This is a subset; rates above refer to the full screens.

SMILES	NSD2 inh
O=C(NCCS(=O)(=O)N1CCN(c2ccccc2)CC1)c1cc(=O)c2ccccc2o1	-4
COCCN(C(=O)COC(=O)c1ccc(Br)o1)c1c(N)n(Cc2ccccc2)c(=O)[nH]c1=O	1
Cc1nn(CC(=O)NCc2ccc(OC(C)C)cc2)c(=O)c2cc3occc3n12	-2
O=C1CN(C(=O)CN2CCN(S(=O)(=O)c3ccccc3)CC2)c2ccccc2N1	0
CCc1nc2ccc(C(=O)N(CC)CCN(C)C)cn2c1N(CC)CCOC	0
CCOC(=O)C1(C)CCCN(C(=O)c2cc(C#N)cs2)C1 (stereo unspecified)	-1
COc1cc(Nc2cccc(-c3ccccc3)n2)cc(OC)c1OC	13
CCOc1ccc2ncc(S(=O)(=O)c3ccccc3)c(N3CCC4(CC3)OCCO4)c2c1	4
C=C1C(C(C)C)N(C)C2=NC(c3ccccc3)CC(=O)N12 (stereo unspecified)	-1
CCOc1ccc(OCC(=O)NCCS(=O)(=O)N2CCN(c3ccccc3)CC2)cc1	-4
COC(=O)Cn1nc(-c2ccccc2)c2cccc(C(F)(F)F)c21	-3
CC(=O)Nc1cc(-c2ccc(N3CCN(C)CC3)cc2)cn2c(-c3cccc(C(=O)N(C)C)c3)cnc12	10
Cc1ccccc1CSc1nnc(-c2cnccn2)n1C	-2
Cc1ccc(NC(=O)[C@H]2CC(=O)O[C@@H]2c2ccccc2)cc1C	24
CN(C)c1ccc(-c2ccnc3c2CC(C)(C(=O)Nc2cccc(N(C)C)c2)O3)cc1 (stereo unspecified)	5
CCNC(=O)C1(C)CCN(Cc2ccc(C(F)(F)F)cc2)C1 (stereo unspecified)	-1
Cc1cccc(C)c1NC(=O)C(C)NCc1cccs1 (stereo unspecified)	-1
Cn1cccc1C1C(C#N)=C(N)OC2=C1C(=O)CCC2 (stereo unspecified)	1
O=C(COC(=O)c1ccc(O)cc1)NC1CCCCCCC1	1
O=C(O)CCN1C(=O)/C(=C/c2ccc(F)cc2F)SC1=S	-2
COc1ccc(C(=O)Nc2ccccc2C(=O)Nc2ccccc2)cc1	-4
Cc1ccsc1C(=O)N1CCC1(C)C(=O)NCC(C)(C)C (stereo unspecified)	7
COc1cnn(-c2cccc(C(F)(F)F)c2)c(=O)c1Cl	-1
Cc1cc(OCC(=O)Nc2c(C(C)C)cccc2C(C)C)no1	0
Nc1nc2c(-c3ccc([N+](=O)[O-])cc3)nnn2c2ccccc12	-2

The list goes on:
SMILES	NSD2 inh
CC(NC(=O)/C(C#N)=C1\N=C(NC(=O)c2ccco2)c2ccccc21)c1ccccc1 (stereo unspecified)	5
COc1ccccc1C1(CCNC(C)c2cccs2)CCOC(C(C)C)C1 (stereo unspecified)	1
Cc1ccc(C)c(Cc2c(C)nc3c(C(=O)NCc4ccc5c(c4)OCO5)cnn3c2C)c1	6
COc1ccc(C2C(C(=O)N3CCOCC3)CC(=O)N2c2ccc(OC)cc2)cc1 (stereo unspecified)	-2
CC1CC(C)CN(CCCNS(=O)(=O)c2cc3c(cc2Br)CCN3C(=O)C2CC2)C1 (stereo unspecified)	-3
COc1cc(CN2C[C@@H](CO)O[C@@H](n3cnc4c(NC5CC5)ncnc43)C2)cc(OC)c1OC	-3
Nc1ccccc1-c1nc2ccncc2[nH]1	-1
Cn1cccc1/C=N\NC(=O)c1cncc(Br)c1	1
O=C(NCC1COc2ccccc2O1)c1ccc(NC(=O)c2c(Cl)cccc2Cl)cc1 (stereo unspecified)	-2
CN(C(=O)C1Cc2c(-c3ccccc3Oc3ccccc3)ccnc2O1)c1ccccc1 (stereo unspecified)	5
CCC(=O)N1CCCC(C(=O)NCc2ccc(C(C)C)cc2)CC1 (stereo unspecified)	-2
Nc1ccn([C@@H]2O[C@H](C(=O)N[C@H]3CCCCNC3=O)[C@@H](O)[C@H]2O)c(=O)n1	-4
CC1(Oc2ccc(-n3ccnc3)cc2)CCN(Cc2cccn2-c2nccs2)C1 (stereo unspecified)	28
Nc1ccc(S(=O)(=O)c2ccc(N3CCOCC3)c(N)c2)cc1	0
Cc1ccc(-n2c(SC3CCOC3=O)nc3ccccc3c2=O)cc1 (stereo unspecified)	-2
COc1ccc(C(NC(=O)C2CCN(CCCOc3ccccc3)CC2)c2ccccn2)cc1 (stereo unspecified)	46
CC(C)(C)c1ccc(S(=O)(=O)N2CCC(C(=O)N3CCN(C4CCCCC4)CC3)CC2)cc1	20
Cc1cccc2c(=O)n(C(=O)c3ccccc3)c(N)nc12	0
O=C(c1ccccc1)c1ccsc1C(=O)c1ccccc1	-2
COc1cccc(C(O)c2ncc(-c3ccc4ccccc4c3)[nH]2)c1 (stereo unspecified)	0
CCCCN(C)C(=O)CN1C(=O)C2CCCCN2C(=O)c2ccccc21 (stereo unspecified)	-1
O=c1c2cc(-c3ccccc3)sc2nc2n1N=C(c1cccs1)CS2	2
CC(=O)N1c2cc(S(=O)(=O)Nc3c(C)n(C)n(-c4ccccc4)c3=O)c(Br)cc2CC1C (stereo unspecified)	3
CC(=O)c1ccc(S(=O)(=O)NCCOc2ccccc2)cc1	-4
CC(C)N(C)c1ncnc2c1ncn2[C@H]1CN(Cc2cccnc2)C[C@@H](CO)O1	2

Quoted from the listing:
`CC1CC(C)CN(CCCNS(=O)(=O)c2cc3c(cc2Br)CCN3C(=O)C2CC2)C1` (stereo unspecified) in NSD2 inh has -3
`Cn1cccc1/C=N\NC(=O)c1cncc(Br)c1` in NSD2 inh has 1
`Nc1ccc(S(=O)(=O)c2ccc(N3CCOCC3)c(N)c2)cc1` in NSD2 inh has 0
`CCCCN(C)C(=O)CN1C(=O)C2CCCCN2C(=O)c2ccccc21` (stereo unspecified) in NSD2 inh has -1
`COc1ccccc1C1(CCNC(C)c2cccs2)CCOC(C(C)C)C1` (stereo unspecified) in NSD2 inh has 1

(continued)
SMILES	NSD2 inh
Cc1ccc(C=Cc2ccccn2)cc1	-2
O=C(CSc1nnc(-c2ccncc2)n1CCc1ccccc1)N1CCCC1	-1
Cn1c2cc(S(C)=O)sc2c2cnn(Cc3cccc(N)c3)c(=O)c21 (stereo unspecified)	-4
COc1ccc(CC(NC(C)=O)C(=O)NC2CCN(c3nnnn3-c3ccccc3)CC2)cc1OC (stereo unspecified)	-1
COC(=O)c1ccc(/C=N/NC(=O)CCSc2nc3ccccc3s2)cc1	1
COc1cc(C(=O)NCC(c2cccs2)N2CCOCC2)ccc1OCc1ccc(Cl)cc1 (stereo unspecified)	-2
CCOc1ccccc1NCN1C(=O)c2ccccc2C1=O	2
CC1(C(=O)NS(=O)(=O)c2cccs2)CCN1C(=O)CC1CCCC1 (stereo unspecified)	-1
CC(NS(=O)(=O)c1ccc2[nH]c(=O)[nH]c2c1)c1ccc(F)cc1 (stereo unspecified)	-3
COc1ccc(C(=O)NCC2CCN(C(=O)C(=O)c3cc4ccccc4o3)CC2)c(OC)c1	-1
Cc1c(-c2ccccc2)n(O)c(-c2ccc(N(C)C)cc2)[n+]1[O-]	0
Fc1ccc(NC(=S)Nc2ccc(Cl)cc2Cl)cc1	-13
CCCS(=O)(=O)NC(=O)C1(C)CCN(C(=O)c2ccc(OC(F)F)cc2)C1 (stereo unspecified)	0
Cc1nc2c(OCc3cc(Cl)cc(Cl)c3)cccn2c1N(C)C(=O)CCC1CCCC1	40
Cc1ccc(C(=O)Nc2cccc(NC(=O)c3ccc(C)cc3)n2)cc1	1
CC1(C(=O)NS(=O)(=O)Cc2cccc(Cl)c2)CCN1C(=O)C1(c2ccc(Cl)cc2)CCC1 (stereo unspecified)	0
COc1ccc(C(NC(=O)C2CCN(CCOc3ccc(Cl)cc3)CC2)c2cccs2)cc1 (stereo unspecified)	-3
COCCNC(=O)C1(C)CCCN(Cc2ccc(Oc3ccccc3)cc2)C1 (stereo unspecified)	0
Cc1ccc(-c2nc3ccccc3n2C(C)C(=O)NC(C)(C)C)cc1 (stereo unspecified)	-2
Cc1ccc(-c2noc(CCC(=O)Nc3cccc(C(=O)NC4CC4)c3)n2)cc1	1
CC(C)NC(=O)C1(C)CCN1Cc1ccc(-c2ccccc2)cc1 (stereo unspecified)	2
Cc1cccc(S(=O)(=O)NC(=O)C2(C)CCN2C(=O)Cc2cc(F)ccc2F)c1 (stereo unspecified)	1
Cc1cc(N2CCNC[C@@H]2C)ccc1N1C[C@@H](C)O[C@@H](C)C1	3
CSCCC(C(=O)NC1CCCC1)n1c(C2CCCC2)nc2ccccc21 (stereo unspecified)	0
O=C(NCc1ccccc1Cl)c1ccc2nc([C@@H]3O[C@H](CO)[C@H](O)[C@H](O)[C@H]3O)[nH]c2c1	-1

The list continues:
SMILES	NSD2 inh
Cc1ccc(S(=O)(=O)c2nc(/C=C/c3ccccc3)oc2N2CCC(C(N)=O)CC2)cc1	-10
CCOc1cc(OCC)cc(C(=O)N2CCC[C@@H]2C(=O)N2CCC[C@H]2C(=O)NCc2ccccc2)c1	2
COc1cccc(C(O)c2nc(-c3ccncc3)cs2)c1 (stereo unspecified)	-1
CC(=O)Nc1ccc(S(=O)(=O)Nc2nnc(C)s2)cc1	-4
COc1ccc(CC(=O)N2CCN(C(=O)Cc3ccc(OC)c(OC)c3)CC2)cc1OC	-1
CC(C)c1ccc(NC(=O)C2Cc3c(-c4cccc(C(N)=O)c4)ccnc3O2)cc1 (stereo unspecified)	0
CCOc1ccc(NC(=O)CSc2nnc(-c3n[nH]c4c3CCC4)n2N)cc1	-5
C=CCn1c(SCC(N)=O)nnc1-c1ccc(C)cc1	3
Cc1ccc(C(=O)NC2=NCCS2)cc1	0
COc1ccc(-c2ccc(C(=O)Nc3ccc4c(c3)OCO4)c3occc23)c(C)c1	-1
CC(=O)NC(c1cccc(F)c1)c1nc(-c2ccc3ccccc3c2)cs1 (stereo unspecified)	0
CC(C)CC(N)c1csc(NC(=O)Nc2ccccc2-c2ccccc2)n1 (stereo unspecified)	4
COc1cc(CN2C[C@@H](CO)O[C@@H](n3cnc4c(N(C)C(C)C)ncnc43)C2)cc(OC)c1OC	0
O=C(NCc1ccc(F)cc1)Nc1nnc([C@@H]2C[C@H](O)[C@@H](CO)O2)s1	4
CCOC(=O)[C@]12CCCC=C1N(CCC1=CCCCC1)C(=O)[C@H](CC(=O)N1CCSCC1)C2	2
COc1ccccc1-c1cnc(C(O)c2cc(C)ccc2C)[nH]1 (stereo unspecified)	2
COc1cccc(C2C3=C(N=c4s/c(=C\c5ccc(OCC(=O)O)cc5)c(=O)n42)c2ccccc2CC3)c1 (stereo unspecified)	6
CC1(C(=O)NS(=O)(=O)c2ccc(Cl)cc2)CCN1C(=O)Cc1ccccc1Cl (stereo unspecified)	0
O=C1CCN(Cl)C(=O)N1Cl	-1
O=C(Cn1nnc(-c2ccc(N3CCOCC3)cc2)n1)c1cccc(F)c1	-3
CC1(C(=O)Nc2ccc(F)c(Cl)c2)Cc2c(-c3ccc(C(N)=O)cc3)ccnc2O1 (stereo unspecified)	-2
Cc1nc2ccc(C(=O)NCCCN3CCCC3=O)cn2c1N(C)C(=O)CCc1ccccc1	0
OC(c1ccccc1)c1ncc(-c2ccccc2F)[nH]1 (stereo unspecified)	-2
COc1cccc(CNC(=O)CCCCCn2c(=S)[nH]c3ccc(N4CCOCC4)cc3c2=O)c1	2
CCOc1cc(-n2nc(C)c(C#N)c2N)nc(SC)n1	0

Reprinted from the part before: six entries, then new ones.
SMILES	NSD2 inh
O=C(Cn1nnc(-c2ccc(N3CCOCC3)cc2)n1)c1cccc(F)c1	-3
CC1(C(=O)Nc2ccc(F)c(Cl)c2)Cc2c(-c3ccc(C(N)=O)cc3)ccnc2O1 (stereo unspecified)	-2
Cc1nc2ccc(C(=O)NCCCN3CCCC3=O)cn2c1N(C)C(=O)CCc1ccccc1	0
OC(c1ccccc1)c1ncc(-c2ccccc2F)[nH]1 (stereo unspecified)	-2
COc1cccc(CNC(=O)CCCCCn2c(=S)[nH]c3ccc(N4CCOCC4)cc3c2=O)c1	2
CCOc1cc(-n2nc(C)c(C#N)c2N)nc(SC)n1	0
Clc1ccc(C(Cn2ccnc2)OCc2ccsc2Cl)c(Cl)c1 (stereo unspecified)	11
Clc1ccccc1-c1cccc2nccn12	3
Cc1nc2ccc(C(=O)N3CCC(O)(Cc4ccccc4)CC3)cn2c1N(C)C(=O)CCc1ccccc1	1
CC1(C(=O)Nc2ccc3c(c2)OCCO3)CCN1C(=O)Cc1cc(F)ccc1F (stereo unspecified)	-1
CC(C)NC(=O)Nc1nnc([C@@H]2C[C@H](O)[C@@H](CO)O2)s1	-8
CC1(Cc2ccc(F)c(Cl)c2)C(=O)Nc2c(Cl)cccc21 (stereo unspecified)	4
CCc1nc2ccc(C(=O)Nc3ccc(OC)c(OC)c3)cn2c1N(CC)CCOC	27
CCn1c(=O)n(CC(=O)N2CCCN(Cc3ccccc3)CC2)c(=O)c2ccccc21	-1
O=C(Cn1c(=O)oc2cccnc21)Nc1ccccc1Oc1ccc(Cl)cc1Cl	0
Cc1cccc(CNC(=O)C2CCC(=O)N(CCCc3ccccc3)C2)c1 (stereo unspecified)	0
NC(c1csc(Nc2nccc(C(F)(F)F)n2)n1)C1CCCCC1 (stereo unspecified)	3
O=C(C[C@H]1CC[C@@H](NC(=O)Cc2cccnc2)[C@@H](CO)O1)NCc1ccc2c(c1)OCO2	27
O=C(Cn1c(O)c(N=NC(=O)c2ccncc2)c2ccccc21)Nc1ccccc1	-3
CC(C)(N[C@@H](Cc1ccccc1)C(=O)NCC(c1ccccc1)c1ccccc1)C(=O)NC1CCCCC1	-2
c1cc2c(c(CC3CO3)c1CC1CO1)OCCOCCOCCOCCO2 (stereo unspecified)	0
O=C(CSc1nnc(-c2cnccn2)n1-c1ccccc1)c1ccc(F)cc1	-1
O=[N+]([O-])c1cccc(C2Nc3ccccc3CO2)c1 (stereo unspecified)	1
CC(=O)Nc1cccc(-c2ccnc3c2CC(C(=O)Nc2cccnc2)O3)c1 (stereo unspecified)	1
CCNC(=O)C1(C)CCCN(C(=O)c2ccc(F)c(C)c2)C1 (stereo unspecified)	0
COc1cc(C(=O)Nc2ccc(C(=O)c3ccncc3)cc2)cc(OC)c1OC	3

Two of the compounds above, with values ahead of the structure:
NSD2 inh | Compound
-8 | CC(C)NC(=O)Nc1nnc([C@@H]2C[C@H](O)[C@@H](CO)O2)s1
-1 | CCn1c(=O)n(CC(=O)N2CCCN(Cc3ccccc3)CC2)c(=O)c2ccccc21
